PP1 counter: PP1-alpha (human) inhibition in PP5 counter-screen. actives 0.9% (n = 320,000). inhibition, % at 6.7 µM. purified PP1alpha, OMFP fluorescence. P62136. AID 2235;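 active = inhibition above the mean inhibition of all tested compounds plus 3 SD, computed separately for each screening campaign, cut at about 15% in these data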
EBNA-1 inh: blocks EBNA-1 binding to DNA; actives 0.34% (n = 300,000); inhibition, % at 14.8 µM; EBNA-1 DNA binding, fluorescence polarization; in the data active = inhibition above about 28%
TPT1 inhibitor: inhibitors of Candida albicans tRNA 2'-phosphotransferase TPT1. recombinant caTPT1, FP RNA substrate dephosphorylation. inhibition, % at 5 µM. actives 0.81% (n = 300,000);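 active = inhibition above the mean of all tested compounds plus 3 SD, set per screening campaign, cut at about 24% in these data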;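 also: plate controls were DMSO alone for no effect and ferristatin control at 100 nM for full effect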
PP5 inh: PP5 (human) phosphatase inhibition; P53041; purified PP5c, OMFP substrate fluorescence; inhibition, % at 6.7 µM; actives 0.18% (n = 320,000); AID 1987;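 active = inhibition above the campaign's mean inhibition across all tested compounds plus 3 SD, cut at about 9.5% in these data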;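 also: 0% = DMSO only and 100% = 100 µM cantharidin control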
Target sequence (P53041 whole entry, looked up): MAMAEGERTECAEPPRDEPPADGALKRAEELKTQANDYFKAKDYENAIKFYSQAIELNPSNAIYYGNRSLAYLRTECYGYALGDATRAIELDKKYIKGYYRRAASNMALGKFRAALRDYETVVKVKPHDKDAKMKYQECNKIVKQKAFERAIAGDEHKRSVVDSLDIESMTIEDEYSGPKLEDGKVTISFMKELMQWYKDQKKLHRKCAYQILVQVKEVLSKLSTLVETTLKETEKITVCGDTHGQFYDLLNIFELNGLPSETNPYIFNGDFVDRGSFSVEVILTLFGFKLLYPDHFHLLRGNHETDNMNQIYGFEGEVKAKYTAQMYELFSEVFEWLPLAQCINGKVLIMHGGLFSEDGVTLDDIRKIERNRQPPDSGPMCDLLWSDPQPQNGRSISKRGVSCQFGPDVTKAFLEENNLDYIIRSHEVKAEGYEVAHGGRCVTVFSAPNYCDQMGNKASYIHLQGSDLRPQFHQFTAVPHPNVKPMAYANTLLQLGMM
HCV core dimer: HCV core protein dimerization inhibition; actives 0.33% (n = 300,000); AID 1899; TR-FRET GST/Flag-core106 dimerization, 1536-well; inhibition, % at 5 µM;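 active = inhibition above the mean of all tested compounds plus 3 SD, set per screening campaign, cut at about 45% in these data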
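System: GST-tagged and Flag-tagged HCV core protein residues 1-106 / Input: core106 proteins, GST 13.5 nM and Flag 17 nM / Buffer or medium: KF-containing HEPES buffer, pH 7.45, DTT, CHAPS, BSA / Probe or stimulus: Eu-anti-GST and XL665-anti-Flag labelled anti-tag antibodies / Schedule: 4 h, 22.5 °C incubation / Technique: TR-FRET 671 and 617 nm emission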
CTSL1 counter: counter-screen for PFM18AAP inhibitors: inhibitors of F. hepatica cathepsin L1; recombinant F. hepatica cathepsin L1, Z-Leu-Arg-MCA fluorescence; actives 0.49% (n = 300,000); inhibition, % at 5.96 µM;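 active = inhibition above the mean of all tested compounds plus 3 SD, set per screening campaign, cut at about 17% in these data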;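 also: 0% = plate median of test compound wells and 100% = 1 µM Z-Phe-Ala-diazomethylketone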
CR mimetic SO: caloric restriction mimetics inhibiting age-related superoxide in yeast; superoxide response (% of plate mean), % at 10 µM; AID 2690; S. cerevisiae aged cells, superoxide DHE fluorescence; stronger effect = lower value; actives 0.18% (n = 330,000);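 active = superoxide response under a set limit, about three screen SD below normal, cut at about 65% in these data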;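 also: yeast aged for seven days with compound at 30 °C before DHE staining; 100% = average MFI of all compound-treated wells on the plate with controls excluded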
JMJD2C inh: inhibitors of human GASC-1 (JMJD2C) demethylase; Q9H3R0; actives 0.069% (n = 330,000); GST-JMJD2C(1-420) H3K9me3 demethylation, DELFIA europium; inhibition, % at 2.35 µM;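 active = more than half of a compound's replicate wells show inhibition beyond 50%, single wells judged on their own value; inconclusive = some, but no more than half, of replicates pass 50% inhibition; inactive = no replicate passes 50% inhibition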;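 also: signal counts dimethyl H3K9 product captured on neutravidin plate; 0% = median of DMSO wells and 100% = 0.3 times that DMSO median; strong numbers were not always called active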
Target sequence (Q9H3R0 1-420 limits assumed): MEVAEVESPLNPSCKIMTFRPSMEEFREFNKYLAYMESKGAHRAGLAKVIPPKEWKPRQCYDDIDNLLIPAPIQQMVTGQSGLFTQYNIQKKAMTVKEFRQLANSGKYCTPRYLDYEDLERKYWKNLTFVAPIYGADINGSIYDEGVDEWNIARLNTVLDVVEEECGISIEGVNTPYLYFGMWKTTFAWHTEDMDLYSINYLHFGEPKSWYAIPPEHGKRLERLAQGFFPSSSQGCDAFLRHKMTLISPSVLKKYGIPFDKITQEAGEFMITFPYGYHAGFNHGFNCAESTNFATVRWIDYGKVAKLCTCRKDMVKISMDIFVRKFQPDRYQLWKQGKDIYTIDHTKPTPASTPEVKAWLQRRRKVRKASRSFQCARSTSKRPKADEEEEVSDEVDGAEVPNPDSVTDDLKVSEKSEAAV
ZTA counter: blocks Epstein-Barr virus ZTA, an EBNA-1 counter-screen; AID 2234; P03206; inhibition, % at 11 µM; actives 0.15% (n = 320,000); ZTA-DNA binding, fluorescence polarization; in the data active = inhibition above about 33%
Numbers without * were called inactive; ? = inconclusive; · = no result given.

smiles,PP1 counter,EBNA-1 inh,TPT1 inhibitor,PP5 inh,HCV core dimer,CTSL1 counter,CR mimetic SO,JMJD2C inh,ZTA counter
Cc1ccccc1OCC(O)CN1CCN(CC(O)COc2ccccc2C)C(C)C1 (centres undefined),4,-6,0,2.3,-8,2,91,-19,-10
COC(=O)[C@@H](N)Cc1ccc(O)cc1,-2,1,-1,-0.8,1,2,102,-36,5
COc1cccc(COC(=O)C2CCN(C(=O)c3ccc(F)cc3)CC2)c1OC,-5,2,2,-0.5,1,1,103,-8,3
COc1ccc(-c2nnc3sc(C(C)N4C(=O)c5ccccc5C4=O)nn23)cc1 (centres undefined),1,0,0,-0.7,4,6,99,-3,15
CN(Cc1ccc(Cl)cc1)C(=O)COC(=O)c1ccc(-c2ccc(O)cc2)cc1,9,·,·,3.5,·,·,82,1,0
CN(CC(=O)NCCc1ccccc1)S(=O)(=O)c1ccccc1,3,1,0,0.8,-1,-1,101,-2,1
CCOC(=O)Cc1csc(NC(=O)CCN2C(=O)c3ccccc3C2=O)n1,-5,-6,5,-1.2,-1,1,98,7,0
COC(=O)c1ccccc1NC(=O)Cn1cnc2c1c(=O)n(C)c(=O)n2C,-4,4,-1,-2.3,1,-4,98,4,23
O=[N+]([O-])c1ccc(-c2nc(C(Cl)Cl)c3ccccc3n2)cc1,-7,-5,-3,2.4,-2,-2,133,-2,3
CCNC(=O)Cn1cc(C#N)c2ccccc21,1,3,-2,0.7,-3,8,110,-1,-5
COc1cccc(C(=O)C[n+]2cccc3cc(OC)ccc32)c1,-3,·,·,2.7,·,·,115,-3,-22
O=C(Cc1cccs1)N1CCN(S(=O)(=O)c2ccccc2)CC1,-1,7,1,3.3,1,-1,94,-3,-5
COc1cc(NC(=O)C2CC(c3c(F)cccc3Cl)=NO2)c(OC)cc1Cl (centres undefined),1,-10,-1,1.1,1,-1,95,-3,-10
COC(=O)C1=C(O)/C(=C\c2ccc(CNS(=O)(=O)c3ccc(Cl)cc3)o2)N=C1C,0,13,3,-0.9,-5,3,99,-1,4
C=CCn1c(SCc2cccc(C#N)c2)nnc1-c1ccccc1O,-1,-3,-6,0.3,0,-15,101,-3,7
CCOC(=O)c1c(NC(=O)C2=COCCO2)sc2c1CCN(C(=O)OC)C2,1,-1,2,-1.5,4,-4,91,4,11
Cc1cc(C)nc(NC(=O)CSc2nccc(C)n2)n1,-1,-2,21,-0.4,-1,2,87,3,-4
COc1ccc(NC(=O)CSc2nnc(Cn3c(=O)sc4ccccc43)n2C)cc1,-12,4,1,2.6,-4,-2,110,0,5
O=C(c1cc2ccccc2o1)N1CCN(S(=O)(=O)c2cccs2)CC1,2,-2,6,2.1,6,0,114,13,-2
CCOC(=O)C1=C(C)NC(=O)NC1c1ccc(-c2ccc(F)cc2)o1 (centres undefined),-1,8,1,0.8,3,0,97,2,13
O=[N+]([O-])c1cc(C(F)(F)F)ccc1NC1CCN(Cc2ccccc2)C1 (centres undefined),0,2,2,0.9,5,0,99,1,2
COc1cc(C)ccc1OCc1cc(C(=O)N2C[C@H]3CC[C@H]2C3)no1,-3,-10,2,0.5,-7,1,118,1,-1
CCn1cc(C(=O)NCc2ccco2)c(=O)c2cc(S(=O)(=O)N3CCCC3)ccc21,-3,-13,-1,-1.6,-1,0,89,0,-3
Cc1nc2ncnn2c(N2CCC(C(=O)NC3CCCC3)CC2)c1Cc1ccccc1,0,-2,0,1.5,-3,2,90,14,-8
O=C(c1cccc(S(=O)(=O)N2CCOCC2)c1)N(Cc1nnc(-c2ccccc2Cl)o1)C1CC1,-5,-2,-2,-0.6,4,2,102,0,6
O=C(CCCCC(=O)Nc1ccc(F)cc1)Nc1ccc(F)cc1,-1,0,-3,0.9,-15,1,101,0,-23
S=c1nc(C2CCCCC2)[nH]c2ccccc12,0,5,-2,1.5,32,6,102,5,-5
Cc1cc2cc3c(cc2nc1SCC(=O)Nc1nc(C)c(C)s1)OCO3,0,13,5,0.1,1,-2,96,6,-3
Cc1ccc(C(=O)NNC(=O)CSc2nnc(-c3ccncc3)n2C)cc1,0,1,0,0.4,-1,0,118,5,-5
CC(OC(=O)Cn1cnc2c1c(=O)n(C)c(=O)n2C)C(=O)c1ccccc1 (centres undefined),-6,-5,7,-0.9,0,-2,101,-10,-8
O=C(COc1ccc(S(=O)(=O)N2CCOCC2)cc1Cl)N1CCCC1,1,2,0,3.2,9,0,93,6,-15
O=[N+]([O-])c1ccc(-c2nnc(-c3ccccc3)c(N3CCOCC3)n2)cc1,-2,8,1,-0.5,3,-4,100,0,-15
C#CCOc1ccc(/C=N/NC(=O)c2cccnc2)cc1OCC,1,-5,1,0.2,1,3,102,-4,1
CSc1nc(-c2ccccc2)nc(SC)c1C(C)=O,2,3,26*,-2.5,3,1,101,-9,6
COCCCN=CC1=C(O)CC(c2ccccc2)CC1=O (centres undefined),3,-13,2,3.1,-2,-3,105,-4,2
CCCn1c(CCNC(=O)c2ccco2)nc2ccccc21,0,9,0,0.8,-9,1,89,3,5
CC(C)(C)c1ccc(NC(=O)COC(=O)C2=COCCO2)cc1,0,9,-5,0.5,-3,-8,94,-9,-2
CCN(CC)S(=O)(=O)c1ccc2oc(SCC(=O)NCc3ccccc3)nc2c1,1,-6,-4,-0.5,-2,0,83,10,-2
CCCCCCSc1cc(-c2nc3cc(C)ccn3c2NC2CCCCC2)ccc1OC,22*,-10,8,2.2,-12,-1,104,0,-15
Nc1cccc(Oc2ccc3c(c2)C(=O)NC3=O)c1,-1,-5,-4,1.8,6,-1,94,2,-6
Cc1cc(OC(C)C(=O)N(Cc2ccco2)C2CCS(=O)(=O)C2)cc(C)c1Cl (centres undefined),0,1,-1,-0.6,-4,3,111,-6,4
CC(=O)[C@@]1(O)C(C)CC2C3C=C(C)C4=Cc5c(cnn5-c5ccccc5)C[C@]4(C)C3C(O)C[C@@]21C (some centres undefined),2,-2,-2,5.6,11,-1,100,7,9
CCc1cc2cc(OC)ccc2nc1SCC(=O)NNC(=O)c1ccco1,0,-10,-3,6.8,-4,-2,121,-9,-15
COC(=O)c1ccc(CNC(=O)C2CCC(=O)N(Cc3cccc(F)c3)C2)cc1 (centres undefined),-1,-5,-2,2.6,1,-2,104,6,4
O=C(CSc1ccc2nnc(CCNC(=O)c3ccccc3)n2n1)NCCc1ccccc1,1,0,-3,-0.5,-1,-1,83,-19,-8
Cc1ccccc1Cn1ccc(NC(=O)c2nn3cccnc3c2Cl)n1,5,-10,0,0.1,4,0,128,-17,4
O=C(O)/C=C/C(=O)Nc1ccc(OCc2ccccc2)cc1,-4,14,-1,-3.3,3,-1,111,2,2
NC1=NC(c2cn[nH]c2-c2ccc(F)cc2)n2c(nc3ccccc32)N1 (centres undefined),2,-1,-4,0.9,0,5,88,-5,-9
COCCn1c(-c2cccc(Br)c2)nc2c(c(=O)c3ccccc3n2C)c1=O,2,6,-2,-1.0,12,3,103,-4,6
CN(C)c1cccc(C(=O)NNC(=S)NC2CC3CCC2C3)c1 (centres undefined),0,1,4,-0.5,-1,-2,80,-5,0
CCN(Cc1ccccc1)C(=O)c1oc2ccc(S(=O)(=O)N3CCOCC3)cc2c1C,3,8,-5,0.1,3,-5,92,-6,-3
COC(=O)c1ccc(CNC(=O)COC(=O)C2CC3C=CC2C3)cc1 (centres undefined),-3,7,-3,-0.8,4,0,108,-12,3
CN1CCN(C(=S)SCC(=O)Nc2nc(-c3ccccc3)c(-c3ccccc3)o2)CC1,15,1,-1,2.3,3,-2,100,4,-14
CC(=O)c1ccc(NC(=O)N2C3CCC2CC(O)(c2cccnc2)C3)cc1 (centres undefined),-1,-1,-2,0.9,3,-1,99,-63,-24
CCOC(=O)C1CCN(Cc2cnc(Oc3ccc(OC)cc3)s2)CC1,-2,13,-1,0.4,0,1,91,3,16
O=C1N(c2ccccc2)C2CS(=O)(=O)CC2N1c1ccc(Br)cc1 (centres undefined),-2,-4,0,3.1,4,-1,98,30,-5

Going on with the list.
smiles,PP1 counter,EBNA-1 inh,TPT1 inhibitor,PP5 inh,HCV core dimer,CTSL1 counter,CR mimetic SO,JMJD2C inh,ZTA counter
COc1ccc([N+](=O)[O-])cc1NC(=O)Cc1ccc(C)cc1,-2,8,0,-2.6,0,1,92,-34,13
C[C@@H]1C=C(C(=O)NCc2nc3ccccc3[nH]2)O[C@H](OCCCCO)C1,-1,-1,5,1.5,-9,-6,105,-23,6
CC1CCN(C(=O)C2CCC(=O)N(Cc3ccc(Cl)cc3)C2)CC1 (centres undefined),0,-5,-1,0.1,-5,-2,92,-4,7
O=[N+]([O-])c1cccc(-c2ccc(SCc3ccccn3)nn2)c1,-1,-3,-3,0.7,3,-6,104,-14,-2
O=C(/C=C/c1ccc(Cl)cc1)N1CCN(c2ccccn2)CC1,2,0,-2,2.7,-10,3,102,-1,-12
COC(=O)CC(c1ccccc1F)N1Cc2ccccc2C1=O (centres undefined),2,-8,3,-6.6,-14,3,124,5,-11
O=C(CCC1CCCC1)NNC(=O)c1ccccc1O,9,0,4,-2.0,-1,2,108,9,23
CCNC(=O)N1c2ccc(OC)cc2C(C)=CC1(C)C,-7,-10,-14,3.5,-7,-1,61*,-5,17

Copied from the results shown, 3 compounds:
smiles,PP1 counter,EBNA-1 inh,TPT1 inhibitor,PP5 inh,HCV core dimer,CTSL1 counter,CR mimetic SO,JMJD2C inh,ZTA counter
CCCCCCSc1cc(-c2nc3cc(C)ccn3c2NC2CCCCC2)ccc1OC,22*,-10,8,2.2,-12,-1,104,0,-15
Nc1cccc(Oc2ccc3c(c2)C(=O)NC3=O)c1,-1,-5,-4,1.8,6,-1,94,2,-6
Cc1cc(OC(C)C(=O)N(Cc2ccco2)C2CCS(=O)(=O)C2)cc(C)c1Cl (centres undefined),0,1,-1,-0.6,-4,3,111,-6,4

Carrying on:
smiles,PP1 counter,EBNA-1 inh,TPT1 inhibitor,PP5 inh,HCV core dimer,CTSL1 counter,CR mimetic SO,JMJD2C inh,ZTA counter
O=C(C1CCN(S(=O)(=O)c2cccs2)CC1)N(c1ccccn1)C1CCCCC1,-2,10,-4,-0.2,5,-4,103,-2,-4
O=[N+]([O-])c1ccc(NCCCNS(=O)(=O)c2ccccc2)c(Cl)c1,1,-4,-3,3.6,-7,2,101,4,9
Cc1ccc2nc(SCC(=O)Nc3ccc(F)cc3F)nc(=O)n2c1,-2,5,0,-1.6,-3,-3,88,6,2
Cc1c(OCC(=O)N(C)C)ccc2c3c(c(=O)oc12)CCCCC3,-2,-12,-2,4.8,-14,13,106,8,-19
CCC(C)C(=O)Nc1nc(C)c(-c2csc(Nc3ccccc3OC)n2)s1 (centres undefined),1,-9,4,2.8,-7,-1,104,2,14
COc1ccc(N(CC(=O)NCc2ccco2)S(=O)(=O)c2ccc(C)cc2)cc1,-3,5,-6,1.4,1,-5,106,-6,0
S=c1[nH]nc(/C=C/c2ccccc2)o1,0,0,1,1.4,2,2,110,?,-4
O=C(COC(=O)COc1cccc(Br)c1)Nc1ccc(F)cc1F,-4,·,·,1.5,·,·,122,·,-8
O=C(CNCC1CCCO1)N1CCN(S(=O)(=O)c2ccc3ccccc3c2)CC1 (centres undefined),-2,6,-7,0.6,-3,0,112,18,1
Cn1c(=O)[nH]c(=O)c2c1nc(Br)n2Cc1ccccc1Cl,7,4,-1,-3.2,3,0,114,-2,11

Screening results (PubChem)

Random draw from the library (roughly 3.1% active in at least one column).
